# High-throughput results from PubChem.
# FLuc inh = firefly luciferase inhibition. P08659. Potency, µM (doses to about 57.1 µM), without a hit: at the highest dose activity change, negative = inhibition, hits mostly inhibitors. hit rate 2.2% among 72,000. purified firefly luciferase, luminescence, 8 min; note: potency is the fitted concentration of half-maximal effect; % is set by controls: 0 for no effect and ±100 for the full control effect; nearly all actives have a fitted effect of over 40% in size
#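 Luminescence read-out after 8 min at room temperature; enzyme reaction used luciferin plus 10 uM ATP (linear range) in imidazole buffer pH 7.2 with KCl, MgCl2, Tween 20 and BSA. Each sample was run as a titration.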
# ERK AVP inh = blocks ERK signaling stimulated by vasopressin; HEK293-V1b, vasopressin-stimulated pERK AlphaScreen; Potency, µM (doses to about 57.5 µM), without a hit: at the highest dose activity, negative = inhibition, usual class: inhibitors; hit rate 0.99% among 72,000; note: potency is the fitted concentration of half-maximal effect; % is set by controls: 0 for no effect and ±100 for the full control effect; nearly all actives have a fitted effect of over 55% in size
#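 V1b-HEK293 cells; cpd 30 min 37C; 25 nM vasopressin 5 min; lyse 10 min; AlphaScreen beads 5 hr RT. Normalized to DMSO basal and 25 nM vasopressin; AC50 by Hill fit.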
# BRCT PPI red = BRCT-phosphoprotein interaction inhibition (red fluorophore); P38398; BRCT-phosphopeptide binding, red fluorescence polarization; Potency, µM (series often up to 76.9 µM), for the others: top-dose activity change, negative = inhibition, most hits filed as inhibitors; hit rate 0.03% among 75,000; AID 892; note: % is set by controls: 0 for no effect and ±100 for the full control effect
#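 Rhodamine-labelled pBACH1 10-mer (100 nM) bound to BRCT domain (100 nM) at pH 7.3; compounds incubated 12 min room temperature, polarization read. Free peptide defines full inhibition; unlabelled decapeptide titrated as control.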
# Caspase-7 inhib = blocks human caspase-7 allosterically or competitively; recombinant caspase-7, Ac-DEVD-AFC fluorescence rate; Potency, µM (titrated, usually from 57.5 µM), inactives show at the top dose activity change, negative = inhibition, actives largely listed as inhibitors; hit rate 0.02% among 75,000; active = well fitted inhibition curve with a large enough effect in the main read-out, with a control signal flat, not every such curve was filed as active; inconclusive = small, poorly fitted or top-dose-only effect, or a change in a side signal; note: potency is the fitted concentration of half-maximal effect; % of control where 0% means no effect
# BRCT inh green = blocks human BRCA1 BRCT binding to phosphopeptide, green readout. Potency, µM (highest dose often 76.9 µM), inactives show top-dose activity change, negative = inhibition, most hits filed as inhibitors. hit rate 0.05% among 75,000. BRCA1 BRCT-phosphopeptide binding, green fluorescence polarization. P38398;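 note: potency is the fitted concentration of half-maximal effect; plate controls were peptide without protein for full effect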
#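 Compounds were incubated for 12 min at room temperature with a complex of 100 nM fluorescein-tagged pBACH1 decapeptide and 250 nM His-tagged BRCT protein. Buffer was phosphate pH 7.3 with EDTA, DTT and Tween 20. Disruption of binding lowers the polarization signal.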
# USP2a inh = blocks human ubiquitin-specific protease USP2a; AID 927; USP2a enzymatic assay, qHTS inhibition; hit rate 0.1% among 60,000; Potency, µM (highest dose often 38.3 µM), for inactives: at the top dose activity change, negative = inhibition, most hits filed as inhibitors; O75604;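 note: potency is the fitted concentration of half-maximal effect; nearly all actives have a fitted effect of over 60% in size; plate controls were DMSO for no effect and NEM full inhibition control for full effect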
#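 USP2 core (20nM final) preincubated 30 min RT with compound, then Ub-PLA2 20nM and NBD C6-HPC 20uM final added; buffer 20mM Tris-HCl pH 8.0, 2mM CaCl2. Fluorescence Ex 460/Em 535 read at 0 and 2.5 h; normalized to NEM.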
# Caspase-1 inhib = caspase-1 (human) inhibition, allosteric or competitive | P29466 | hit rate 0.03% among 75,000 | Potency, µM (series often up to 57.5 µM), for the others: top-dose activity change, negative = inhibition, usual class: inhibitors | Caspase-1 enzyme, Ac-WEHD-AFC fluorogenic rate;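 note: potency is the fitted concentration of half-maximal effect; plate controls were vehicle for no effect and no substrate for full effect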
# HEK293 cAMP ctrl = parental HEK293 cAMP activation (counter-screen). parental HEK293 CNG cAMP sensor, membrane potential fluorescence. Potency, µM (titrated, usually from 57.1 µM), for the others: at the top dose activation, hits mostly activators. hit rate 2.5% among 73,000; note: potency is the fitted concentration of half-maximal effect; % of control where 0% means no effect; nearly all actives have a fitted effect of over 55% in size
#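 Parental HEK 293 cells stably expressing a modified CNG channel (no TSHR) report cAMP rise as membrane depolarization. Membrane potential dye with 100 uM RO 20-1724 was loaded for 60 min at room temperature, then compound added for 30 min; fluorescence read at 590 nm.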
# Tau filament bind = tau filament binding | hit rate 2% among 71,000 | recombinant tau filaments, thioflavin S fluorescence, 15 h; filaments grown with octadecylsulfate alongside compound | Potency, µM (top dose mostly 57.1 µM), without a hit: at the highest dose activity change, negative = inhibition;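 note: potency is the fitted concentration of half-maximal effect; % is set by controls: 0 for no effect and ±100 for the full control effect; actives lower thioflavin S fluorescence by blocking filaments or displacing dye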
#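 Quantitative HTS: thioflavine S signal from ODS-induced tau filaments, excited at 450 nm, emission 510 nm. Conditions: 1 uM tau, 30 uM ODS, 15 h at 37 C, pH 7.4.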
# A350 autofl = compound fluoresces in the Alexa 350 spectral region | Compound autofluorescence, 340/450 nm, Alexa 350 dye-equivalents; active compounds read high | max dye-equivalent concentration, M | hit rate 11% among 59,000; in the data active = max dye-equivalent concentration above about 10 nM; inconclusive = mostly about 1.1 nM to 9.6 nM
# CRE Fsk mod = modulators of forskolin-stimulated CRE signaling in CHO cells; CHO CRE-bla reporter (cAMP response element driving beta-lactamase), forskolin EC10, beta-lactamase ratio; AID 662; Potency, µM (titrated, usually from 38.2 µM), for inactives: top-dose activity change, negative = inhibition, usual class: activators; hit rate 2.5% among 71,000; active = well fitted activation curve with a large enough effect in the signal ratio, with a control signal flat, not every such curve was filed as active; inconclusive = small, poorly fitted or top-dose-only effect, or effect the other way, or a change in a side signal; the % refers to the signal ratio; note: potency is the fitted concentration of half-maximal effect; % of control where 0% means no effect
#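 The 460nm/530nm emission ratio after CCF4 loading defined %Activity, from which AC50 values were obtained. CRE-bla CHO cells received compound dilution series together with an EC10 level of NKH 477 for 3 hours at 37 degrees Celsius.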
# Starred values were filed as active, the others as inactive; i = inactive; u = inconclusive; x = not tested or not shown; [ ] = dose if it differs, or a comment. Unless noted, calls come from the whole dose curve; as a rule, active = well fitted curve in the direction sought with a large enough effect; inconclusive = small, poorly fitted or top-dose-only effect, or another doubt; inactive = no such curve, though single readings can be large; an effect the other way counts as inactive or inconclusive. Rows are unselected; about 16% have a hit in one of these screens.
no. | Structure | FLuc inh | ERK AVP inh | BRCT PPI red | Caspase-7 inhib | BRCT inh green | USP2a inh
1 | Cc1ccccc1S(=O)(=O)Cc1ccc(C(=O)N2CCN(c3ccc(F)cc3)CC2)o1 | 1.0% | -26.8% | -2.8% | -0.6% | 1.5% | 16.8%
2 | O=C(c1ncc[nH]1)c1ccccc1C(=O)N1CCOCC1 | 1.1% | -0.9% | 0.0% | -0.4% | 0.5% | -8.7%
3 | CCOC(=O)c1sc(NS(=O)(=O)c2ccc(NC(C)=O)cc2)nc1C | 0.4% | -10.9% | 0.6% | 0.3% | -1.8% | -6.5%
4 | COc1ccc(C(O)c2nc3ccccc3s2)cc1 (stereo unspecified) | 1.0% | 19.3% | -0.1% | -1.5% | -5.3% | 5.5%
5 | CCc1nn2c(=O)cc(CSc3nc4sc5c(c4c(=O)n3C)CCCC5)nc2s1 | 1.3% | 17.8% | -1.5% | -1.8% | -3.5% | 8.8%
6 | C=CCNC(NC(=O)c1ccccc1)(C(=O)OCC)C(F)(F)F (stereo unspecified) | 4.7% | u | -0.1% | -2.2% | -0.5% | 0.4%
7 | C=C(C)c1ccc(C(C)(C)NC(=O)NCc2ccco2)cc1 | 2.4% | -20.1% | -0.4% | -1.5% | -2.3% | -14.2%
8 | COc1cccc(C2=NOC(C(=O)Nc3cccc(C(C)=O)c3)C2)c1OC (stereo unspecified) | -0.1% | -13.2% | -3.2% | -0.6% | -0.3% | 6.5%
9 | O=C(NCCCN1CCCCCC1)C1CC(=O)N(CCc2ccccc2)C1 (stereo unspecified) | 2.3% | 29.4% | -0.8% | -0.2% | -0.8% | -14.1%
10 | COc1ccc(C(=O)Nc2ccc(S(=O)(=O)Nc3onc(C)c3C)cc2)cc1OC | -1.3% | -1.0% | 0.6% | 0.9% | -1.2% | -0.8%

no. | Caspase-1 inhib | HEK293 cAMP ctrl | Tau filament bind | A350 autofl | CRE Fsk mod
1 | -1.3% | 22.8% | 6.8% | i | 4.6%
2 | -0.4% | 2.0% | 7.9% | i | -0.2%
3 | -0.1% | 8.9% | -11.2% | i | u
4 | 2.7% | u | -3.2% | i | 3.7%
5 | -0.6% | 1.1% | -5.3% | i | 9.5%
6 | 3.4% | 27.4% | 3.8% | i | -4.2%
7 | -2.1% | 19.9% | 2.5% | i | -9.2%
8 | 0.2% | 12.8% | -9.4% | i | u
9 | 0.8% | -2.2% | 18.6% | i | -2.8%
10 | 1.2% | 19.4% | 9.0% | i | 10.1%

# The results go on:
no. | Structure | FLuc inh | ERK AVP inh | BRCT PPI red | Caspase-7 inhib | BRCT inh green | USP2a inh
11 | COC(=O)c1ccc(C23CC4(C2)[C@H](CN(Cc2ccc(-c5ccccc5)cc2)[C@@H]4c2ccccc2)C3c2ccc(Cl)nc2)cc1 (stereo partly specified) | x | -9.7% | -1.0% | -6.2% | 1.8% | x
12 | C[C@H](O)[C@H](O)[C@@H]1CNc2nc(N)[nH]c(=O)c2N1 | -1.0% | 26.2% | 1.4% | u | -3.1% | 89.9%[activator]
13 | COCCn1nnnc1SCC(=O)N1CCCCC1 | 1.1% | -10.3% | -4.4% | -0.4% | 0.4% | -6.7%
14 | COc1ccc(C2CC(=O)c3c(O)cc(OC4OC(COC5OC(C)C(O)C(O)C5O)C(O)C(O)C4O)cc3O2)cc1O (stereo unspecified) | x | 25.0% | 0.2% | 0.5% | -1.1% | x
15 | COc1ccc(Cl)cc1NC(=O)CN(C)C(C)C(=O)NCC1CCCCC1 (stereo unspecified) | -0.9% | 15.2% | 0.1% | 0.5% | 0.9% | 11.8%
16 | CN(C)CCN1C(=O)c2oc3ccc(Cl)cc3c(=O)c2C1c1cccc(Br)c1 (stereo unspecified) | 0.9% | 6.4% | -0.2% | -1.9% | -1.3% | 12.7%
17 | COc1ccc(NC(=O)N2CC[C@@]3(CCCN(C(=O)c4c(C)noc4C)C3)C2)cc1 | 0.9%[11.4 µM] | -5.0% | -2.9% | -7.1% | -1.1% | -7.3%
18 | O=C(CCC1CCCCC1)Nc1ccccc1O | -19.6% | -0.2% | -0.2% | 0.8% | 0.8% | -7.5%
19 | O=C(NC1CCCC1)c1nc2c(nnn2Cc2cccc(Cl)c2)c(=O)[nH]1 | -0.5% | -0.4% | -0.6% | -1.2% | 0.3% | u
20 | C(=N\c1nc2ccccc2n1CCN1CCCCC1)/c1ccc2c(c1)OCO2 | 0.7% | -21.7% | -0.3% | -3.3% | -2.2% | 38.1%[activator]

no. | Caspase-1 inhib | HEK293 cAMP ctrl | Tau filament bind | A350 autofl | CRE Fsk mod
11 | -5.0% | x | x | x | x
12 | 3.3% | -3.1% | -4.5% | 1.7e-06M* | 2.2%
13 | 0.1% | -4.2% | -0.6% | i | -3.6%
14 | -1.0% | x | x | x | x
15 | 0.0% | u | -9.0% | i | u
16 | 0.4% | 0.7% | -25.8% | i | -5.9%
17 | -3.8% | 5.4% | -5.3% | i | 8.2%
18 | 1.4% | 3.1% | -6.3% | u | 5.4%
19 | -3.4% | u | -8.1% | i | 2.1%
20 | -1.7% | -10.4% | 54.4% | i | u

# Continuation.
no. | Structure | FLuc inh | ERK AVP inh | BRCT PPI red | Caspase-7 inhib | BRCT inh green | USP2a inh
21 | COc1ccc(-c2cc(-c3ccc(OC)cc3)[nH]n2)cc1 | 15.8µM* | 3.16µM* | -1.5% | -4.3% | 0.5% | 3.6%
22 | CCOCCCNC(=O)Cn1ncc2c(=O)oc3ccccc3c21 | 1.0% | -19.0% | -1.6% | 0.3% | -0.9% | x
23 | O=C(NCc1cccs1)NC1CCCCC1 | -4.1% | -2.4% | -0.9% | -0.5% | -0.9% | -2.0%
24 | COc1ccc(OC)c(NC(=O)CSc2nnc(Cc3cccn3C)n2-c2ccc(F)cc2)c1 | -0.6% | u | -0.7% | -4.2% | -0.5% | x
25 | Cc1cc(C)n2nc(C(=O)OCCOc3cccc(Br)c3)nc2n1 | -1.8% | 7.3% | -2.4% | 0.9% | 0.8% | 4.7%
26 | COc1ccc(-c2cc(C(=O)O)[nH]n2)cc1OC | -2.3% | -3.3% | 0.5% | 0.6% | -2.0% | -2.6%
27 | CCc1oc2ccccc2c1C(=O)c1cc(Br)c(O)c(Br)c1 | 0.5%[25.5 µM] | u | 1.5%[15.4 µM] | -3.4%[11.5 µM] | -1.5%[15.4 µM] | u
28 | C=CCSSSCC=C | x | -13.3% | -1.3% | 4.7% | -1.8%[3.08 µM] | -5.0%
29 | COc1cccc(OCC(O)CN2CCC(C)CC2)c1 (stereo unspecified) | 0.6% | 2.5% | 1.4% | 0.4% | 3.3% | -2.0%
30 | COC(=O)c1[nH]c2ccc(C)cc2c1NC(=O)CCN1CCN(Cc2ccc3c(c2)OCO3)CC1 | 3.2% | -19.8% | 0.6% | 0.8% | 1.5% | 37.8%[activator]
31 | C[C@@H]1O[C@@H](OC[C@H]2O[C@@H](Oc3c(-c4cccc(O)c4O)oc4cc(O)cc(O)c4c3=O)[C@H](O)[C@@H](O)[C@@H]2O)[C@H](O)[C@H](O)[C@H]1O | x | -17.5% | 0.5% | -1.3% | 1.8% | x
32 | CC1CN(C(=O)N[C@@H](Cc2ccccc2)C(=O)O)CC(C)O1 (stereo partly specified) | 1.6% | -9.3% | 0.5% | -1.3% | -3.6% | 1.9%

no. | Caspase-1 inhib | HEK293 cAMP ctrl | Tau filament bind | A350 autofl | CRE Fsk mod
21 | -0.1% | 0.7% | 89.4% | i | u
22 | -4.2% | 0.8% | 4.3% | x | 3.1%
23 | -0.8% | 7.5% | -5.6% | i | 10.7%
24 | -4.8% | 4.2% | 49.1% | x | 8.9%
25 | -1.7% | 14.1% | 0.6% | u | 12.0%
26 | 0.5% | 2.9% | 0.6% | i | 0.7%
27 | -0.3%[11.5 µM] | u | 3.1%[11.4 µM] | u | u
28 | 2.0% | x | x | x | x
29 | 2.9% | 9.6% | 0.1% | i | -1.3%
30 | -2.3% | 7.9% | 0.6% | u | 0.7%
31 | 0.0% | x | x | x | x
32 | 0.9% | 4.3% | -10.8% | i | -1.8%

# 4 compounds out of the list above, sorted by their value in BRCT inh green, high to low.
cpd	compound	BRCT inh green
25	Cc1cc(C)n2nc(C(=O)OCCOc3cccc(Br)c3)nc2n1	0.8%
21	COc1ccc(-c2cc(-c3ccc(OC)cc3)[nH]n2)cc1	0.5%
24	COc1ccc(OC)c(NC(=O)CSc2nnc(Cc3cccn3C)n2-c2ccc(F)cc2)c1	-0.5%
26	COc1ccc(-c2cc(C(=O)O)[nH]n2)cc1OC	-2.0%

# A few values from the list:
# Reading for compound 22 under FLuc inh: 1.0%
# Reading for compound 25 under ERK AVP inh: 7.3%
